# Source: PubChem (National Center for Advancing Translational Sciences (NCATS))
# TrxR1 inh: inhibitors of rat thioredoxin reductase 1; O89049; recombinant rTrxR1, NADPH fluorescence consumption, selenite substrate; Potency, µM (top dose mostly 114 µM), inactives show at the highest dose activity change, negative = inhibition, most hits filed as inhibitors; 390,000 compounds, 1% hits; AID 588453; note: potency is the fitted concentration of half-maximal effect; % is set by controls: 0 for no effect and ±100 for the full control effect; nearly all actives have a fitted effect of over 65% in size
#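 Rat TrxR1 (90 nM in the dispensed reagent) was pre-reduced with 400 uM NADPH for 5 min at room temperature, then incubated with compound for 15 min. After 400 uM selenite was added, NADPH fluorescence (Ex 340/Em 450 nm) was followed for 8 min.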
# USP1 inh: inhibitors of human USP1/UAF1 deubiquitinase; O94782; recombinant USP1/UAF1, Ub-Rhodamine cleavage fluorescence; Potency, µM (highest dose often 57.1 µM), for the others: top-dose activity change, negative = inhibition, usual class: inhibitors; 390,000 compounds, 0.23% hits; note: potency is the fitted concentration of half-maximal effect; % is set by controls: 0 for no effect and ±100 for the full control effect; nearly all actives have a fitted effect of over 60% in size; inactives centre near -12
#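 USP1/UAF1 complex (1 nM) preincubated 15 min at room temperature with compound, then Ub-Rho substrate (150 nM final) added. Kinetic fluorescence at 480/540 nm over 6 reads at 60 s intervals; 50 mM HEPES pH 7.8, 0.5 mM EDTA, 0.1 mg/ml BSA, 1 mM TCEP, 0.01% Tween-20.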
# IDH1 R132H inh: inhibitors of human mutant IDH1 R132H; O75874; 390,000 compounds, 0.093% hits; AID 602179; Potency, µM (series often up to 76.6 µM), without a hit: at the top dose activity change, negative = inhibition, most hits filed as inhibitors; IDH1-R132H enzyme, NADPH consumption, diaphorase/resazurin fluorescence; note: potency is the fitted concentration of half-maximal effect; % is set by controls: 0 for no effect and ±100 for the full control effect; nearly all actives have a fitted effect of over 65% in size
# Target sequence (O75874 whole entry R132H, stated change not applied): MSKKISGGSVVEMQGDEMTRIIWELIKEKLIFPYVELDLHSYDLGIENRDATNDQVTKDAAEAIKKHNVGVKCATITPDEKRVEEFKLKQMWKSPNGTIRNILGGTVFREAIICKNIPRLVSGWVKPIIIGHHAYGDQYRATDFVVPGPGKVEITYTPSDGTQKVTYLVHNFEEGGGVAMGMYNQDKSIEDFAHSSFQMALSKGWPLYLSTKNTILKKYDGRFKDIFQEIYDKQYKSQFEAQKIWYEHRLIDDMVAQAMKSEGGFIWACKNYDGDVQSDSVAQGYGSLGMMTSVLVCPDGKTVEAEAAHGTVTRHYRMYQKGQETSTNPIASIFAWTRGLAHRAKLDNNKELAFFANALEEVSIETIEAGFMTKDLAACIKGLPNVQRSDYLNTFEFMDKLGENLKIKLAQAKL
#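 IDH1-R132H (0.5 ug/mL dispensed) in pH 7.5 Tris buffer was preincubated 30 min with compound, then given a substrate mix of 0.016 mM NADPH and 2 mM alpha-KG for 80 min at room temperature; remaining NADPH was read by diaphorase/resazurin fluorescence.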
# TrxR1 substrate: substrates of rat thioredoxin reductase 1. 390,000 compounds, 0.01% hits. Potency, µM (highest dose often 114 µM), inactives show at the highest dose activity change, negative = substrate turnover. purified TrxR1 substrate turnover, NADPH consumption readout. O89049; note: potency is the fitted concentration of half-maximal effect; % is set by controls: 0 for no effect and ±100 for the full control effect; nearly all actives have a fitted effect of over 50% in size
#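 Rat TrxR1, dispensed at 90 nM, was prereduced with 400 uM NADPH (final) for 5 min at ~22 deg C, then incubated with compound 15 min before 400 uM selenite. A first-read NADPH fluorescence drop versus no-compound background flagged substrates.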
# D2 agonist: D2 dopamine receptor (human) agonism; P14416; HEK293 T-REx D2 cells, calcium flux agonist mode; activation, % at 2 µM; 340,000 compounds, 0.53% hits; AID 485358;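 active = activation over 3 SD above normal in the single-dose calcium agonist read, cut at about 30% in these data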; note: 0% is about no effect
#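 Agonism scored from kinetic calcium signal (1 read/sec, 180 s) following compound pin transfer, after a 10 s baseline. Cells: HEK293 Trex line expressing inducible D2 receptor coupled to calcium, dye-loaded after overnight culture at 30 C.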
# D2 antag: D2 dopamine receptor (human) antagonism; inhibition, % at 10 µM; P14416; HEK293 TREx D2 cells, calcium flux, dopamine EC80; 340,000 compounds, 2% hits; AID 485344; in the data active = inhibition above about 30%; note: 0% is about no effect
#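 Antagonism is scored as inhibition of an EC80 dopamine-evoked calcium signal in a force-coupled, tetracycline-inducible HEK293 T-REx D2 line, with compound present 180 s before agonist.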
# TRHR PAM: allosteric enhancers of human TRH receptor; P34981; enhancement, % at 2 µM; AID 493056; 360,000 compounds, 0.66% hits; TRHR cells, fluo-8 calcium fluorescence, EC20 TRH enhancement; in the data active = enhancement above about 30%; note: 0% is about no effect
# Target sequence (P34981 whole entry, looked up): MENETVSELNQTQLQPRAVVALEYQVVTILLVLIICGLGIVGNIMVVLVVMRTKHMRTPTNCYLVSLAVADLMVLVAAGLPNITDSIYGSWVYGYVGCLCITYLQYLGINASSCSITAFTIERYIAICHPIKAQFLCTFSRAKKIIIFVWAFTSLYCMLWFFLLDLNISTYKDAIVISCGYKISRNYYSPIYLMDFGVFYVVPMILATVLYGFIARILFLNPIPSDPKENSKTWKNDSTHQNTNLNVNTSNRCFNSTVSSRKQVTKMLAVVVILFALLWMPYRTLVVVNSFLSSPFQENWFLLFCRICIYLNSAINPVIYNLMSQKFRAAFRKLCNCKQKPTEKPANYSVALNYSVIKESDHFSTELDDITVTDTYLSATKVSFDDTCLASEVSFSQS
#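 TRHR-expressing cells loaded with fluo-8 calcium dye were read kinetically (ex 480/em 530) during compound addition, then stimulated with an EC20 of TRH (10 nM final). Enhancement of the Gq-mediated intracellular calcium response was scored.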
# TRHR agonist: agonists of human TRH receptor. TRHR cells, calcium flux fluo-8, FDSS agonist mode. 360,000 compounds, 0.18% hits. P34981. activation, % at 2 µM; in the data active = activation above about 30%; note: 0% is about no effect
#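 Read-out: compound-evoked intracellular calcium rise in TRHR cells, fluo-8 dye, kinetic FDSS fluorescence at 1 s/cycle following a 10-cycle baseline. Cells cultured overnight before dye loading (30 min–1.5 h, RT).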
# PI4K2A block: PI4K2A (human) kinase inhibition; activity change, negative = inhibition, % at 76.9 µM; purified PI4K2A, ADP-Glo luminescence, 1 h; stronger effect = lower value; 420,000 compounds, 0.13% hits; Q9BTU6; in the data active = activity change below about -50%; inconclusive = mostly about -30% to -49%;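 note: -100% = wells without enzyme as full effect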
#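 PI4K2A activity was measured by ADP-Glo luminescence: enzyme (4 ug/mL stock) and phosphatidylinositol (1.2 mM stock) in Tris pH 7.5/MgCl2/EGTA/Triton X-100 buffer were reacted with ATP (300 microM stock) for one hour at ambient temperature.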
# Active calls of the source: *; u = inconclusive; x = no result given; [ ] = remark or other dose. Unless noted, calls come from the whole dose curve; as a rule, active = well fitted inhibition curve with a large enough effect; inconclusive = small, poorly fitted or top-dose-only effect; inactive = no such curve, though single readings can be large or run the other way. This is a random part of the collection; overall some 3.9% were active at least once.
molecule	TrxR1 inh	USP1 inh	IDH1 R132H inh	TrxR1 substrate	D2 agonist	D2 antag	TRHR PAM	TRHR agonist	PI4K2A block
COc1cc(/C=C/CN2CCC(CO)(CC3CCCCO3)CC2)ccc1O (centres undefined)	-51%	-14%	3%	9%[57.1 µM]	0.4	11	0	0.0	-10
Cc1cc(C(=O)COC(=O)CNC(=O)c2ccccc2)c(C)n1CC1CCCO1 (centres undefined)	22%[57.1 µM]	-5%	12%	4%[57.1 µM]	2.0	17	-2	-0.6	-1
CCOc1ccc(CCNC(=O)c2cccc(-n3c(C)nc4cccnc43)c2)cc1	0%	-31%	14%	-9%	-0.7	x	7	-1.0	1
COc1cc(NC(=O)CN2C(=O)C(c3ccccc3)=NC2(C)C)cc(OC)c1	4%[57.1 µM]	-9%	2%	2%[57.1 µM]	-0.5	15	3	-0.5	-2
CCOc1ccc(N(C)S(=O)(=O)c2ccc(C)c(C(=O)NCc3cccs3)c2)cc1	10%	-5%	-2%	-5%	-1.3	10	-10	0.0	-3
Cc1ccc(C(=O)N2CCN(C)CC2)cc1S(=O)(=O)N1CCCCCC1	22%	-22%	-5%	7%	-0.2	-1	-3	0.1	3
COc1ccc([N+](=O)[O-])cc1COc1ccc2c(-c3ccccc3)cc(=O)oc2c1	-1%	-14%	2%	-6%	0.0	-10	-4	1.3	-11
Cc1nn(CC(C)C(=O)N2CCN(S(=O)(=O)c3ccc(Cl)cc3)CC2)c(C)c1C (centres undefined)	19%[57.1 µM]	-13%	3%	9%[57.1 µM]	1.6	32*	-1	1.2	1
CNC(=S)NNC(=O)COc1ccccc1C	5%	-1%	7%	3%	-0.1	-8	0	-0.5	-2
O=C(c1ccc(Cl)cc1)n1nc(-c2cccnc2)nc1NCc1ccc(F)cc1	17%	-11%	5%	-2%	-0.4	x	2	-0.3	5
CCSc1nnc(NC(=O)CCn2c(=O)oc3ccccc32)s1	9%[57.1 µM]	-18%	0%	-8%[57.1 µM]	-0.7	-23	2	-0.4	-4
Cc1cccc(NC(=O)CCn2cnc3ccccc3c2=O)c1	24%[57.1 µM]	u	11%	6%[57.1 µM]	-3.4	x	-4	-1.3	2
NC(=O)c1ccc(N=Nc2c(-c3ccccc3)[nH]n(-c3ccccc3)c2=O)cc1	x	x	x	x	1.3	5	-6	-0.1	x
CC(OC(=O)CCN=C1NS(=O)(=O)c2ccccc21)C(=O)Nc1ccc(F)cc1 (centres undefined)	-7%[57.1 µM]	0%	2%	2%	-0.5	9	5	0.1	-3
CCNC(=S)NS(=O)(=O)c1ccc(F)cc1	-30%[57.1 µM]	0%	13%	1%[57.1 µM]	-0.4	10	9	-1.1	-4
COc1ccccc1N1CCN(/N=C/c2cc([N+](=O)[O-])ccc2Cl)CC1	15%	-20%	0%	4%	x	x	-12	-0.9	-3
O=C1OC[C@H]2CCCN2C(=O)[C@@H](CC(=O)N(CCO)Cc2ccccc2)C/C=C\CC[C@H]1Cc1ccc(F)cc1	7%[57.1 µM]	u	10%	3%[57.1 µM]	x	x	x	x	7
O=C(c1ccc2c(c1)OCO2)N1CCN(S(=O)(=O)c2ccc(Cl)cc2)CC1	14%[57.1 µM]	-20%	5%	7%[57.1 µM]	x	x	3	-1.3	-2
Cc1c(NC(=S)N/N=C/C=C/c2ccccc2)c(=O)n(-c2ccccc2)n1C	-17%	-10%	6%	-16%	0.0	-2	-2	0.2	-2
COc1ccccc1OCCCn1c(-c2ccc(Cl)cc2)nc2ccccc2c1=O	4%	u	-10%	5%	2.0	x	-4	0.3	-3
O=C1CC2(CCN(C(=O)C3CC(=O)N(c4ccc(F)cc4)C3)CC2)Oc2ccccc21 (centres undefined)	0%	-17%	1%	16%	0.1	6	-7	0.2	3
COc1ccc(C(=O)NCC(=O)N2CCN(c3ncccn3)CC2)cc1OC	3%	-17%	4%	1%	0.1	15	-2	0.1	-2
COc1cc(C(=O)NCc2ccncc2)cc(OC)c1OC	11%	-17%	6%	2%	0.2	9	0	0.2	1
COC(=O)CN1C(=S)N(c2ccc(F)cc2)C(=O)C1CC(=O)Nc1ccc(OC)cc1 (centres undefined)	8%	-7%	3%	-3%	0.7	-5	2	1.2	2
CC(=O)N1CCC(C(=O)Nc2ccc(S(=O)(=O)NCCc3ccccc3)cc2)CC1	12%[57.1 µM]	u	7%	9%[2.29 µM]	-1.4	-8	5	0.2	-11
CCn1c(SCc2nc3ccccc3[nH]2)nnc1-c1cnccn1	-8%[57.1 µM]	-11%	16%	5%[57.1 µM]	0.3	-12	-2	-0.1	1
Cc1cccc(CSCCNC(=O)CSCc2ccc([N+](=O)[O-])cc2)c1	6%	-22%	-1%	-5%[57.1 µM]	-0.1	-14	-1	1.2	-1
CC1Cc2cc(/C(O)=C3/C(=O)C(=O)N(CCN4CCOCC4)C3c3cccc(O)c3)ccc2O1 (centres undefined)	u	-11%	-3%	-6%	-0.1	2	5	0.4	1
O=c1[nH]ncc(NCCCO)c1Cl	-11%	5%	6%	-15%	-0.9	1	1	0.3	1
Cc1ccc(C(=O)NCc2ccco2)cc1S(=O)(=O)N1CCOCC1	-5%[57.1 µM]	-15%	5%	4%[57.1 µM]	0.6	-5	-1	1.1	-6

# In a second layout: 8 of the compounds above
# Sequence of screens – TrxR1 inh | USP1 inh | IDH1 R132H inh | TrxR1 substrate | D2 agonist | D2 antag | TRHR PAM | TRHR agonist | PI4K2A block
COc1cc(C(=O)NCc2ccncc2)cc(OC)c1OC
 : 11% | -17% | 6% | 2% | 0.2 | 9 | 0 | 0.2 | 1
COC(=O)CN1C(=S)N(c2ccc(F)cc2)C(=O)C1CC(=O)Nc1ccc(OC)cc1 (centres undefined)
 : 8% | -7% | 3% | -3% | 0.7 | -5 | 2 | 1.2 | 2
CC(=O)N1CCC(C(=O)Nc2ccc(S(=O)(=O)NCCc3ccccc3)cc2)CC1
 : 12%[57.1 µM] | u | 7% | 9%[2.29 µM] | -1.4 | -8 | 5 | 0.2 | -11
CCn1c(SCc2nc3ccccc3[nH]2)nnc1-c1cnccn1
 : -8%[57.1 µM] | -11% | 16% | 5%[57.1 µM] | 0.3 | -12 | -2 | -0.1 | 1
Cc1cccc(CSCCNC(=O)CSCc2ccc([N+](=O)[O-])cc2)c1
 : 6% | -22% | -1% | -5%[57.1 µM] | -0.1 | -14 | -1 | 1.2 | -1
CC1Cc2cc(/C(O)=C3/C(=O)C(=O)N(CCN4CCOCC4)C3c3cccc(O)c3)ccc2O1 (centres undefined)
 : u | -11% | -3% | -6% | -0.1 | 2 | 5 | 0.4 | 1
O=c1[nH]ncc(NCCCO)c1Cl
 : -11% | 5% | 6% | -15% | -0.9 | 1 | 1 | 0.3 | 1
Cc1ccc(C(=O)NCc2ccco2)cc1S(=O)(=O)N1CCOCC1
 : -5%[57.1 µM] | -15% | 5% | 4%[57.1 µM] | 0.6 | -5 | -1 | 1.1 | -6

# (next part)
molecule	TrxR1 inh	USP1 inh	IDH1 R132H inh	TrxR1 substrate	D2 agonist	D2 antag	TRHR PAM	TRHR agonist	PI4K2A block
CCCC(=O)C1=C(O)C(C(=O)OC)C(C)(C)CC1=NCCc1ccccc1 (centres undefined)	12%	-5%	3%	-5%	x	x	0	-0.2	2
COc1ccc(Cl)cc1NC(=O)Nc1cccc([N+](=O)[O-])c1C	15%	-24%	3%	5%	0.5	66*	-1	0.7	8
Cc1cccc(NC(=O)Cn2c(=O)n(Cc3ccccc3)c(=O)c3c(C)c(C)sc32)c1	8%	-12%	0%	3%	0.6	13	4	1.3	5
Cn1c(=O)n(C)c2cc(S(=O)(=O)NCC(=O)O)ccc21	11%[57.1 µM]	-6%	-4%	11%[57.1 µM]	-4.2	-3	3	0.1	3
CCN(CC)CCCNC(=O)C1CCC(CNS(=O)(=O)c2ccc(Cl)cc2)CC1 (centres undefined)	21%	-18%	-5%	7%	0.1	0	8	-0.1	2
CO/N=C/c1ccc(N2CCN(C(=O)c3ccc(Cl)cc3Cl)CC2)c([N+](=O)[O-])c1	16%[57.1 µM]	-6%	0%	-1%[57.1 µM]	-0.5	29	4	1.8	5
COc1ccc(-c2nc3sc(CCNC(=O)C(=O)Nc4c(C)cccc4C)c(C)n3n2)cc1	-2%[57.1 µM]	-5%	-6%	2%[57.1 µM]	0.8	x	2	0.1	-4
CCOC(=O)c1cc(C)sc1NC(=O)C(c1ccccc1)c1ccccc1	29%	u	4%	7%	0.8	-5	-1	0.4	1
O=C(COc1coc(CN2CCN(c3ccccc3)CC2)cc1=O)Nc1ccc(F)cc1	19%	0%	1%	3%	-0.9	1	22	-1.7	8
COc1ccccc1-n1cnnc1SC(C)C(=O)Nc1cccc([N+](=O)[O-])c1 (centres undefined)	2%	-6%	1%	0%	-0.3	0	17	-0.2	1
Cc1ccc(NC(=O)/C=C/c2ccccc2)c(Br)c1	10%	2%	0%	6%	-4.3	x	4	-0.1	-3
C#CCN(CC=C)C(=O)c1ccc(OC2CCN(S(=O)(=O)N(C)C)CC2)cc1	6%	-6%	-6%	0%	-0.6	-11	-4	0.5	4
CS(=O)(=O)N1CCc2cc(C(=O)Nc3ccc(Cl)c(C(F)(F)F)c3)ccc21	45%[activator]	-12%	-18%	1%	0.4	x	-2	3.1	0
CCN(CC)Cc1c(C(=O)N/N=C/c2ccco2)nnn1-c1nonc1N	-11%	-13%	-13%	-9%	0.4	2	-1	0.7	-5
Cc1ccc(S(=O)(=O)CCCS(=O)(=O)c2ccc(C)cc2)cc1	9%	1%	11%	2%	-0.1	-14	3	-0.3	3
